Assay outcomes: PubChem BioAssay, several laboratories
NR2E3 ag-1: human photoreceptor-specific nuclear receptor agonism | inhibition of corepressor binding, % at 3.98 µM | CHO-S Gal4-NCOR/VP16-NR2E3 two-hybrid, luciferase | AID 602229 | Q9Y5X4 | 360,000 tested, 0.35% active;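 active = inhibition above the mean of all tested compounds plus 3 SD, cut at about 70% in these data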;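 note: 0% = DMSO with NR2E3 transfected cells and 100% = cells lacking NR2E3 construct; higher means lower luciferase signal from less NR2E3 corepressor binding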
Target sequence (Q9Y5X4 whole entry, looked up, the tested form may be a part): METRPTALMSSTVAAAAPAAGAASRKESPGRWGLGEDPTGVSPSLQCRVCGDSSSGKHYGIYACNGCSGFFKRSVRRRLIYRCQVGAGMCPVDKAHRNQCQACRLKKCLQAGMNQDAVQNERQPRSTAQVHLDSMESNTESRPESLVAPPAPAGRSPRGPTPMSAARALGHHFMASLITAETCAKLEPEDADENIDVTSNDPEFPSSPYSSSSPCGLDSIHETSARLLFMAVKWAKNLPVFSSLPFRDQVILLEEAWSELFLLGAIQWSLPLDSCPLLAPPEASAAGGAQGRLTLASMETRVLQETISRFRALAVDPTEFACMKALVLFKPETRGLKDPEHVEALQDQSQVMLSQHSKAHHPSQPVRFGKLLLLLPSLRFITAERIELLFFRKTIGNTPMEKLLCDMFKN
Shn3 3UTR inh: Schnurri-3 reporter inhibition in Clone20 osteoblasts. Clone20 osteoblast Shn3 3'UTR firefly luciferase, 24 h. inhibition, % at 12.5 µM. 360,000 tested, 0.52% active. AID 588674;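 active = mean inhibition of at least 75% with every replicate also reaching 75%; inconclusive = mean inhibition at least 75% but some replicate below; inactive = mean inhibition below 75%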;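 note: 0% = median of neutral control wells and 100% = pilot-screen positive control compound; some compounds past the cut are filed as inactive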
TWEAK-Fn14 inh: blocks TWEAK-Fn14 interaction in a reporter cell assay. TWEAK-stimulated Fn14 reporter cells, luciferase luminescence, 8 h. inhibition, % at 10 µM. 360,000 tested, 2% active. AID 1159606; in the data active = inhibition above about 50%
C8 TRAIL sens: caspase-8 TRAIL sensitization; NB7+C8 cells + TRAIL, ATPlite viability luminescence; inhibition (viability loss, TRAIL sensitization), % at 10 µM; 360,000 tested, 1% active; AID 624354;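 active = compounds causing at least 50% loss of cell viability in the single-dose screen, relative to plate controls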
KKLEB tox: reduces viability of KKLEB cystic fibrosis airway cells. KKLEB CF airway cells viability, ATPlite luminescence, overnight; hits give low values; cells stimulated with P. aeruginosa culture filtrate. activity change (cytotoxicity), % at 5 µM. 360,000 tested, 0.36% active. AID 602141;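 active = corrected activity change at or below -50% at 5 µM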
CF NFkB inh: cystic fibrosis NF-kB activation inhibition; KKLEB NF-kB-GFP reporter, PAF-induced, GFP fluorescence overnight; inhibition, % at 5 µM; 360,000 tested, 0.86% active; AID 588850;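 active = at least 50% inhibition at 5 µM, scaled per plate between neutral and stimulator controls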;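 note: PAF is a Pseudomonas aeruginosa culture filtrate used as stimulus; plate controls were PAF-stimulated DMSO wells for no effect and unstimulated DMSO wells for full effect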
TRPM1 prom inh: inhibitors of MITF-driven TRPM1 promoter in melanoma cells. SK-MEL-5 TRPM1 promoter luciferase, 24 h. inhibition, % at 12.5 µM. 330,000 tested, 0.83% active;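 active = mean inhibition across replicates of 60% or more, whatever share of single replicates reaches that level; inconclusive = some that reach 60%, reason not given; inactive = mean inhibition across replicates below 60%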; note: values of inactives mirror those of a sister screen read the other way
HIF-2a inh: inhibitors of HIF-2a; 360,000 tested, 0.72% active; 786-0 RCC cells HIF-2a reporter, luciferase luminescence, overnight; AID 624352; inhibition, % at 18.8 µM;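 active = inhibition of the luminescence signal of 40% or more relative to plate controls, in a single-dose primary screen at 18.75 µM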
NR2E3 ag-2: NR2E3 (human) agonism | Q9Y5X4 | GST-NR2E3/biotin-RetCOR TR-FRET, 1536-well | inhibition of corepressor binding, % at 4.78 µM | 320,000 tested, 0.12% active | AID 2300;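 active = percent inhibition above the cutoff of mean plus 3 SD of all tested compounds, set per screening campaign, cut at about 20% in these data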;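 note: 0% = DMSO wells and 100% = biotin wells as full block of FRET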
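Material – GST-tagged NR2E3 plus biotinylated RetCOR corepressor · Quantity – NR2E3 fusion 1.35 nM · Times – 5 h incubation at 4 °C · Medium – pH 7.5 Tris-based buffer · Technique – TR-FRET, Eu(K)-anti-GST donor, streptavidin-D2 acceptor, ex 340, em 617/671 nm · Benchmarks – high control biotin, low control 0.6% DMSO · Format – 1536-well plates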
Peg3 promoter: reduces Peg3 promoter-driven luciferase expression in HeLa. AID 588405. 360,000 tested, 1.7% active. inhibition, % at 20 µM. HeLa PEG-Prom luciferase reporter, luminescence, overnight;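 active = inhibition of at least 50% at 20 µM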
TROY signal inh: TROY signaling inhibition. Q293 LMP1-TROYcd NF-kB luciferase reporter, 4 h. inhibition, % at 10 µM. 360,000 tested, 0.98% active;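 active = compounds whose plate-normalised and pattern-corrected inhibition of the luciferase reporter signal at the single screening dose is 50% or more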
* marks the source's active call; other numbers are inactive results; ? = inconclusive; . = no result given. Only part of the results is shown, so the mix of outcomes need not match the whole.

SMILES	NR2E3 ag-1	Shn3 3UTR inh	TWEAK-Fn14 inh	C8 TRAIL sens	KKLEB tox	CF NFkB inh	TRPM1 prom inh	HIF-2a inh	NR2E3 ag-2	Peg3 promoter	TROY signal inh
CC(=O)N(C)c1ccc(NC(=O)N2CCOCC2)cc1	7	6	-2	-2	-2	1	5	8	3	20	7
O=C(COC(=O)C1=NN(c2ccccc2)C(=O)CC1)Nc1nc(-c2ccc(F)cc2)cs1	7	-36	0	5	-3	-28	-29	-135	.	-119	-18
Cc1cccc(NC(=O)CNC(=O)c2ccc3nc[nH]c3c2)c1C	11	7	1	-5	14	-1	6	-1	4	7	3
CC(C)c1nnc(NC(=O)CCC(=O)N2CCN(c3cccc(Cl)c3)CC2)s1	-8	-5	-1	-2	12	2	2	11	2	-11	4
COc1ccccc1NS(=O)(=O)c1cc(C(=O)N2CCN(C(=O)c3ccco3)CC2)ccc1F	16	-10	-7	0	7	-24	-10	6	.	-48	12
O=C(NCCCN1CCCC1=O)C(=O)NCC1OCCN1S(=O)(=O)c1ccc(Br)cc1 (stereo unspecified)	4	14	5	19	10	-16	6	11	6	5	1
CN(C(=O)COC(=O)c1ccc(S(=O)(=O)N2CCOCC2)cc1)C1CCCCC1	-6	-11	-15	-6	7	8	-4	12	2	0	-9
CNS(=O)(=O)c1cccc(C(=O)OCCCOC(=O)c2cccc(S(=O)(=O)NC)c2)c1	-11	28	-5	-28	-3	10	16	15	.	11	11
CSc1cccc(NC(=O)/C=C/c2cccc(Cl)c2)c1	-34	-15	-4	21	22	-38	-75	-336	-3	-271	-13
Cc1ccc2nsnc2c1NS(=O)(=O)c1c(C)ccc2nsnc12	-11	-14	-4	-5	3	1	14	20	0	11	-7
CCOC(=O)c1cccc(NS(=O)(=O)c2cnc[nH]2)c1	-19	11	0	-17	8	-8	5	1	-4	3	3
CCOC(=O)N1CCN(S(=O)(=O)c2ccc(C)c(C(=O)NC3CCCCC3)c2)CC1	-18	26	7	6	2	0	-8	1	0	4	5

Full records, quoted from the list. Values in the order: NR2E3 ag-1, Shn3 3UTR inh, TWEAK-Fn14 inh, C8 TRAIL sens, KKLEB tox, CF NFkB inh, TRPM1 prom inh, HIF-2a inh, NR2E3 ag-2, Peg3 promoter, TROY signal inh
CSc1cccc(NC(=O)/C=C/c2cccc(Cl)c2)c1 is listed with -34, -15, -4, 21, 22, -38, -75, -336, -3, -271, -13
O=C(COC(=O)C1=NN(c2ccccc2)C(=O)CC1)Nc1nc(-c2ccc(F)cc2)cs1 is listed with 7, -36, 0, 5, -3, -28, -29, -135, ., -119, -18
Cc1ccc2nsnc2c1NS(=O)(=O)c1c(C)ccc2nsnc12 is listed with -11, -14, -4, -5, 3, 1, 14, 20, 0, 11, -7
CCOC(=O)c1cccc(NS(=O)(=O)c2cnc[nH]2)c1 is listed with -19, 11, 0, -17, 8, -8, 5, 1, -4, 3, 3
CNS(=O)(=O)c1cccc(C(=O)OCCCOC(=O)c2cccc(S(=O)(=O)NC)c2)c1 is listed with -11, 28, -5, -28, -3, 10, 16, 15, ., 11, 11

Later entries.
SMILES	NR2E3 ag-1	Shn3 3UTR inh	TWEAK-Fn14 inh	C8 TRAIL sens	KKLEB tox	CF NFkB inh	TRPM1 prom inh	HIF-2a inh	NR2E3 ag-2	Peg3 promoter	TROY signal inh
COc1ccccc1OCc1cc(C(=O)N(C)CCC2CCCCO2)no1 (stereo unspecified)	-111	-98	-5	-13	-3	-11	-47	-171	2	-58	-30
O=C(O)c1cccc(Oc2ccccc2[N+](=O)[O-])c1	-1	12	-3	-1	0	3	0	10	1	12	-9
CC1(C(=O)NCC(F)(F)F)CCN1C(=O)C1(c2ccccc2)CC1 (stereo unspecified)	8	-7	4	-6	2	-16	.	5	.	7	-22
COc1cc2oc(=O)cc(CN3CCN(c4ccccc4OC)CC3)c2cc1Cl	-11	-8	-9	-3	9	-6	.	-3	.	1	-62
Cc1cc(C)c2c(c1)CC(C)(C)CC2=O	11	7	-13	4	3	-15	6	8	.	-10	4
COc1ccc(Nc2ccnc3ccccc23)cc1	-42	4	45	-4	-5	34	-3	-35	-1	-10	12
CCc1nc(SCC(=O)c2c[nH]c3ccccc23)n[nH]1	-21	-1	-4	-3	16	-16	5	-27	2	-5	-4
C[C@@H](N)C(=O)NC[C@H]1O[C@@H](n2cnc3c(N)ncnc32)[C@H](O)[C@@H]1O	-19	0	-7	7	2	-12	0	-16	.	-6	-24
Cc1ccc(-c2[nH]c3cc(C(=O)NCCCn4ccnc4)ccc3c(=O)c2O)cc1	-14	-21	-7	-13	-4	2	5	-1	8	1	-7
CC1CN=C(Nc2cccc(S(=O)(=O)N(C)C)c2)S1 (stereo unspecified)	3	-5	-24	2	3	-6	-8	0	2	-7	-14
CC(C)c1ccc2[nH]c(O)c(N=NC(=S)NCCc3ccccc3)c2c1	-23	-1	-8	12	-2	7	-3	16	5	25	8
O=C(CCC(=O)Nc1ccc(Cl)cc1Cl)NNC(=O)Nc1ccccc1	0	-17	-21	-11	20	-22	9	21	1	25	-7

Two neighbouring entries out of the list so far:
SMILES	NR2E3 ag-1	Shn3 3UTR inh	TWEAK-Fn14 inh	C8 TRAIL sens	KKLEB tox	CF NFkB inh	TRPM1 prom inh	HIF-2a inh	NR2E3 ag-2	Peg3 promoter	TROY signal inh
COc1ccccc1OCc1cc(C(=O)N(C)CCC2CCCCO2)no1 (stereo unspecified)	-111	-98	-5	-13	-3	-11	-47	-171	2	-58	-30
O=C(O)c1cccc(Oc2ccccc2[N+](=O)[O-])c1	-1	12	-3	-1	0	3	0	10	1	12	-9

Continuation.
SMILES	NR2E3 ag-1	Shn3 3UTR inh	TWEAK-Fn14 inh	C8 TRAIL sens	KKLEB tox	CF NFkB inh	TRPM1 prom inh	HIF-2a inh	NR2E3 ag-2	Peg3 promoter	TROY signal inh
Cc1ccc(NC(=O)CN2C(=O)c3ccccc3S2(=O)=O)cc1C	-29	-8	20	-2	-8	7	8	-34	-2	-5	-19
CC1=Nc2ccccc2N=C(NC(=O)CN2CCN(c3ccccc3)CC2)C1c1ccccc1 (stereo unspecified)	14	-17	11	-5	9	-4	-16	8	8	9	-5
O=C1NCCc2cc3c(cc21)OCO3	-12	-7	-1	2	10	-8	6	9	-2	2	4
CCC1=NN=C(c2ccc(F)cc2)C(c2c[nH]c3ccccc23)N1O (stereo unspecified)	-37	-35	-5	1	9	-10	-7	-114	0	-62	-64
COc1ccc2c(C)cc(=O)sc2c1	-22	-14	-8	-2	-4	-21	.	-20	.	-31	3
CC12CCC(C(=O)N(c3nccs3)C1=O)C2(C)C (stereo unspecified)	0	?	8	-1	-15	16	0	9	.	-6	2
Nc1nc(Cl)cc(NCCc2ccc(O)cc2)n1	6	21	-1	5	-6	13	16	10	2	-6	2
CN(C(=O)COC(=O)C1c2ccccc2Oc2ccccc21)C1CCS(=O)(=O)C1 (stereo unspecified)	-21	3	3	-13	-1	14	-10	11	3	17	-22
Cc1nc(C)c(CC(=O)N2CCc3c([nH]c4ccccc34)C2c2ccccn2)s1 (stereo unspecified)	15	18	-14	0	-12	0	18	5	3	7	-1
O=C(NNC(=O)c1ccc(Br)s1)c1cccc(S(=O)(=O)N2CCCC2)c1	8	7	5	3	11	-7	10	3	1	6	4
CN1CCc2c(sc(NC(=O)C3CCCN3S(=O)(=O)c3ccc(Cl)s3)c2C(N)=O)C1 (stereo unspecified)	15	12	14	8	-3	12	10	10	0	-11	-4
O=S(=O)(c1ccccc1)c1nc(-c2ccco2)oc1N1CCCCCC1	-28	2	1	6	-1	10	0	24	0	7	5
Cc1ccc(NC(=O)COC(=O)Cn2cnc3c2c(=O)n(C)c(=O)n3C)c(Cl)c1	15	-13	20	-2	-3	-6	-7	-14	4	-25	-9
Cc1cc(C)c(S(=O)(=O)N2CCN(C(=O)CN3C(=O)NC4(CCCC4)C3=O)CC2)c(C)c1	0	-1	1	5	-10	30	3	7	4	1	5
CCOc1ccc(-c2cc(N)n(S(=O)(=O)c3cccc4nsnc34)n2)cc1	-15	2	-15	-14	-13	-4	0	2	-2	19	-3
CCOC(=O)NC(=O)CSc1nnc(SCCC(=O)O)s1	-27	21	18	-11	-1	12	8	10	0	2	-3
CCOC(=O)c1c(NC(=O)CSc2nnc(-c3c[nH]c4ccccc34)n2CCOC)sc2c1CCCC2	-12	-19	37	-9	0	8	.	-39	3	21	20
O=C(NNC(=O)c1cccc2ccccc12)c1cccc(Cl)c1	-12	5	-23	0	0	-12	-9	-67	.	-65	-16
CC(C)N(N=Nc1ccc([N+](=O)[O-])cc1)C(C)C	-15	-4	1	-6	-23	1	8	2	5	-13	-3
O=[N+]([O-])c1ccc(CN2CCN(c3ccccc3Cl)CC2)o1	0	3	-7	-13	16	2	10	6	1	18	2
CC(C)C(=O)Nc1ccc(NC(=O)c2ccccn2)cn1	-79	-17	76*	48*	3	2	-7	26	3	26	42
COc1cccc(OC)c1-c1nn(-c2ncc(C(F)(F)F)cc2Cl)c(=O)o1	-25	5	-1	1	-8	6	-5	6	2	12	5
C=CCc1ccc(OCCn2cccc2C=O)c(OC)c1	-102	-75	-10	3	-13	-10	-96	-59	1	-320	-19
Cc1c(N=Cc2ccc[nH]2)c(=O)n(-c2ccccc2)n1C	-9	0	-7	5	-3	6	-3	-10	1	9	13
CC(C)CC(NC(=O)c1ccc(Cl)cc1)C(=O)OCc1cc([N+](=O)[O-])cc2c1OCOC2 (stereo unspecified)	18	13	10	-7	4	1	3	5	3	1	-16
CC(=O)NC(=S)Nc1ccc2oc(=O)ccc2c1	-16	-11	12	-2	3	-11	-16	-32	-3	-17	-26
Cc1ccc(S(=O)(=O)N2CCCN(C(=O)c3ccc(-n4cccn4)cc3)CC2)cc1	-7	5	-4	-10	-5	25	-5	13	-1	13	5
